# TrxR1 inh = blocks rat thioredoxin reductase 1; O89049; recombinant rTrxR1, NADPH fluorescence consumption, selenite substrate; Potency, µM (series often up to 114 µM), inactives show at the top dose activity change, negative = inhibition, actives largely listed as inhibitors; actives 1% (n = 390,000); AID 588453; also: potency is read from the fitted curve at half-maximal effect; % is scaled to controls: 0 for no effect and ±100 for the full control effect; nearly all actives have a fitted effect of over 65% in size
#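 Rat TrxR1 (90 nM in the dispensed reagent) was pre-reduced with 400 uM NADPH for 5 min at room temperature, then incubated with compound for 15 min. After 400 uM selenite was added, NADPH fluorescence (Ex 340/Em 450 nm) was followed for 8 min.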
# TrxR1 substrate = is turned over as a substrate by rat TrxR1. AID 588456. O89049. purified TrxR1 substrate turnover, NADPH consumption readout. Potency, µM (doses to about 114 µM), for the others: at the top dose activity change, negative = substrate turnover. actives 0.01% (n = 390,000); also: potency is read from the fitted curve at half-maximal effect; % is scaled to controls: 0 for no effect and ±100 for the full control effect; nearly all actives have a fitted effect of over 50% in size
#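 Rat TrxR1, dispensed at 90 nM, was prereduced with 400 uM NADPH (final) for 5 min at ~22 deg C, then incubated with compound 15 min before 400 uM selenite. A first-read NADPH fluorescence drop versus no-compound background flagged substrates.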
# Vif-APOBEC3F blk = inhibitors of Vif-A3F interaction | HeLa A3F-eYFP + Vif (tagged APOBEC3F with the HIV-1 protein that degrades it), YFP fluorescence increase | actives 0.2% (n = 390,000) | Potency, µM (top dose mostly 46.1 µM), without a hit: at the highest dose activity, negative = active | AID 602313; also: potency is read from the fitted curve at half-maximal effect; % of control where 0% means no effect; nearly all actives have a fitted effect of over 65% in size
#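 Fluorescence increase (Ex 488/Em 500-530) after overnight compound treatment at 37 deg C flags inhibition of Vif-driven A3F-eYFP loss in stable HeLa A3F-eYFP/Vif cells seeded overnight beforehand.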
# Vif-APOBEC3G blk = blocks the Vif interaction with human APOBEC3G; Potency, µM (top dose mostly 46.1 µM), without a hit: top-dose activity, negative = active, most hits filed as inhibitors; Q9HC16; actives 0.076% (n = 410,000); HeLa A3G-eYFP + Vif (tagged APOBEC3G with the HIV-1 protein that degrades it), YFP fluorescence, overnight; AID 602310;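 also: potency is read from the fitted curve at half-maximal effect; % is scaled to controls: 0 for no effect and ±100 for the full control effect; nearly all actives have a fitted effect of over 60% in size; hits raise eYFP signal because A3G escapes Vif-driven loss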
#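 Read-out is eYFP fluorescence (Ex 488/Em 500-530) from Vif-expressing HeLa A3G-eYFP cells; more signal means A3G escaped Vif-mediated degradation. Cells plated overnight, compound pinned in, incubated overnight at 37 deg C.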
# GRP78 ERSR act = ER stress response induction in glioma. U87-MG GRP78 promoter luciferase reporter, 16 h. Potency, µM, for inactives: at the highest dose activation, most hits filed as activators. actives 0.02% (n = 420,000). AID 602332; also: potency is read from the fitted curve at half-maximal effect; series mostly up to about 76 µM; % of control where 0% means no effect; nearly all actives have a fitted effect of over 35% in size
#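 Stably transfected U87-MG human glioma cells carrying a GRP78-based luminescent sensor were seeded at 1000 cells/well, pin-dosed with compounds and incubated 16 h. Luciferase reagent was then added, and end-point luminescence was read after 10 min at room temperature.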
# LDHA block = blocks human lactate dehydrogenase A. AID 1347041. actives 0.15% (n = 480,000). P00338. activity change, % (values are at about 110 or 230 µM). purified LDHA, NADH/diaphorase-resazurin fluorescence; hits give low values; in the data active = activity change below about -30%; inconclusive = mostly about -25% to -30%;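 also: plate controls were DMSO wells for no effect and wells without enzyme for full effect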
#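 LDH5 2 nM; NADH 0.06 mM, pyruvate 0.2 mM; 200 mM Tris pH 7.4, EDTA, Tween-20; 5 min RT. Detection: diaphorase 0.133 mg/mL + resazurin 37 µM, fluorescence ex540/em590 at 0 and 20 min; normalized to enzyme-free and DMSO wells.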
# RGS4 inhibitor = inhibitors of human regulator of G protein signaling 4. Transcreener GDP fluorescence polarization, RGS4-accelerated GTP hydrolysis. Potency, µM (doses to about 114 µM), for the others: top-dose activity change, negative = inhibition, hits mostly inhibitors. actives 0.039% (n = 390,000). AID 504845; also: potency is read from the fitted curve at half-maximal effect; % is scaled to controls: 0 for no effect and ±100 for the full control effect; nearly all actives have a fitted effect of over 75% in size; some results filed as inactive show a strong effect at the top dose
# Target sequence (P49798 whole entry, looked up): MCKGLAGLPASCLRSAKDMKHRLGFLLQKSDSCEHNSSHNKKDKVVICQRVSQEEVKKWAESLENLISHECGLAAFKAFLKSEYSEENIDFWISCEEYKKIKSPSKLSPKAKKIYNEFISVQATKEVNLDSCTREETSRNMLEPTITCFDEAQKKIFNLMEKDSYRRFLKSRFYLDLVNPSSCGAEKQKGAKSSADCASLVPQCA
#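 MLSMR compounds (23 nl, pin-transferred) preincubated 10 min at room temperature with a 500nM (2x) first reagent, then RGS4 at 900nM (2x) plus Transcreener GDP mix added; fluorescence polarization (620/688 nm) read before and after 90 min at 30 °C.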
# IDH1 R132H inh = inhibitors of human mutant IDH1 R132H; O75874; IDH1-R132H enzyme, NADPH consumption, diaphorase/resazurin fluorescence; Potency, µM (top dose mostly 76.6 µM), inactives show top-dose activity change, negative = inhibition, usual class: inhibitors; actives 0.093% (n = 390,000); also: potency is read from the fitted curve at half-maximal effect; % is scaled to controls: 0 for no effect and ±100 for the full control effect; nearly all actives have a fitted effect of over 65% in size
#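 IDH1-R132H (0.5 ug/mL dispensed) in pH 7.5 Tris buffer was preincubated 30 min with compound, then given a substrate mix of 0.016 mM NADPH and 2 mM alpha-KG for 80 min at room temperature; remaining NADPH was read by diaphorase/resazurin fluorescence.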
# USP1 inh = blocks the human USP1/UAF1 deubiquitinase complex; Potency, µM (titrated, usually from 57.1 µM), without a hit: at the highest dose activity change, negative = inhibition, hits mostly inhibitors; O94782; AID 743255; actives 0.23% (n = 390,000); recombinant USP1/UAF1, Ub-Rhodamine cleavage fluorescence; also: potency is read from the fitted curve at half-maximal effect; % is scaled to controls: 0 for no effect and ±100 for the full control effect; nearly all actives have a fitted effect of over 60% in size; inactives centre near -12
# Target sequence (O94782 whole entry, looked up): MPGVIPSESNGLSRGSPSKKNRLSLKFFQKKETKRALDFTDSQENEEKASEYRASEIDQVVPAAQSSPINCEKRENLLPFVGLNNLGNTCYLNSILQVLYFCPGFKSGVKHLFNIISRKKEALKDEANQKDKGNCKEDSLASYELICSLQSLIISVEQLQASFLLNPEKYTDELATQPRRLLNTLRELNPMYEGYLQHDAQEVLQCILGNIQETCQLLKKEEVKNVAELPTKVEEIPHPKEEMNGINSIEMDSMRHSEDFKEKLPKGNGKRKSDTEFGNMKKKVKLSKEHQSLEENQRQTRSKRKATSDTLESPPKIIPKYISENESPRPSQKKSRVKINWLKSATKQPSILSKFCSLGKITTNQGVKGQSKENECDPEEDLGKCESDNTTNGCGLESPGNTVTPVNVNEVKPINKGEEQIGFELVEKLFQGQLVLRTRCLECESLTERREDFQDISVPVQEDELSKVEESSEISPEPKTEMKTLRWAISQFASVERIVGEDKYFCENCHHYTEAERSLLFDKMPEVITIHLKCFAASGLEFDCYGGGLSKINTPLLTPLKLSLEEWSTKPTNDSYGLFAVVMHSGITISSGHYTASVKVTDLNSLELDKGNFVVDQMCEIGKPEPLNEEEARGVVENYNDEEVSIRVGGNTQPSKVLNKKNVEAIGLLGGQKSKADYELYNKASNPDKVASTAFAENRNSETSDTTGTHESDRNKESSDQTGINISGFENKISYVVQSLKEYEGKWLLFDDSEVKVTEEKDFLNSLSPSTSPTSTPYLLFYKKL
#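 High-throughput fluorogenic screen: 1nM USP1/UAF1 complex, Ub-Rho substrate 150nM final, 50mM HEPES pH 7.8 with 0.5mM EDTA, 0.1 mg/ml BSA, 1mM TCEP and 0.01% Tween-20.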
# The depositor's hits bear a star; ? = inconclusive; nt = no result given; & = joins results of further samples; [ ] = remark or other dose. Unless noted, calls follow the shape of the dose curve; as a rule, active = well fitted curve in the direction sought with a large enough effect; inconclusive = small, poorly fitted or top-dose-only effect, or another doubt; inactive = no such curve, though single readings can be large; an effect the other way counts as inactive or inconclusive. Some of the compounds tested, so the mix of outcomes need not match the whole.
SMILES,TrxR1 inh,TrxR1 substrate,Vif-APOBEC3F blk,Vif-APOBEC3G blk,GRP78 ERSR act,LDHA block,RGS4 inhibitor,IDH1 R132H inh,USP1 inh
Cc1ccc(C)c(NC(=O)CN(C)C(=O)Cn2c(=O)oc3ccccc32)c1,2%,-3%,?,-10%,-5%,-5,-8%,-2%,-18%
CN1CCN(CCC(=O)Nc2ccccc2Cl)CC1,-11%,-2%,0%,1%,0%,-2,-23%,2%,-5%
Cc1cc(C)c(C)c(C(=O)COC(=O)CNC(=O)CN2C(=O)c3ccccc3C2=O)c1C,21%,3%,-7%,-2%,-5%,-5,10%,4%,-19%
CCOC(=O)c1ccc(COc2ccc(C(C)C)cc2)o1,10%[57.1 µM],6%[57.1 µM],7%,-2%,-13%,2,1%,9%,-18%
Cc1cc(C(C)(C)C)c(O)c(C)c1CC1=NCCN1,6%[57.1 µM],6%[57.1 µM],-1%,2%,-2%&-3%&-5%&-6%&-2%&-5%&-1%,-3,5%[56.9 µM],7%,-13%
CCCn1c(=O)c(C(=O)Nc2cccc(C)c2)c(O)c2ccccc21,-2%,5%,13%,0%,-1%,-6,14%,4%,-5%
O=C(Cc1ccc([N+](=O)[O-])cc1)c1ccccc1,13%[11.4 µM],8%[11.4 µM],14%,-1%,5%,-2,9%,2%,-17%
CCN(CC)C(=O)CSc1nnc([C@@H](N)C(C)C)o1,6%[57.1 µM],12%[57.1 µM],5%,0%,-3%,8,-12%,1%,-14%
O=C(NNC(=O)C1CCCCC1)c1ccco1,-16%,-13%,-13%,-1%,-1%,-1,9%,-5%,-7%
CCn1cc(C(=O)NCC(OC)OC)c(=O)c2cc(S(=O)(=O)N3CCC(C)CC3)ccc21,14%,14%,5%,-2%,-1%,0,-13%,4%,-7%
O=C(CN1CCCCC1)NC1CCc2cc3c(cc21)CCC3 (stereo unspecified),12%[57.1 µM],4%[57.1 µM],-1%,0%,-4%,-1,4%,24%,-21%
COc1ccc(C(=O)NNC(=O)Cc2ccc(Cl)cc2)cc1,25%,9%,-7%,0%,-1%,-2,1%,7%,-18%
COc1ccc(N2CCN(C(=O)C3CCN(C(=O)c4cccc(Cl)c4)CC3)CC2)cc1,-11%,-9%,-1%,0%,-2%,-3,-6%,0%,-20%
O=C(Nc1ccccc1-c1ccccc1)NC1CC2CCCC(C1)N2Cc1ccc(F)cc1 (stereo unspecified),7%,-1%,2%,3%,-4%,-9,-12%,-3%,-24%
Cc1cccc(NC(=O)CSC2=NN3CCCC(=O)N=C3S2)c1C,25%,2%,-5%,0%,-5%,-4,-11%,9%,10%
Cc1ccnc(NC(=O)CNC(=O)C23CC4CC(CC(C4)C2)C3)c1,7%,-5%[57.1 µM],1%,1%,2%,-5,-12%,-5%,-9%
O=C(Nc1ccccc1F)N1CCc2ccccc2C1,14%,11%,-9%,1%,-2%,0,-31%,13%,-8%
O=C(Cn1ncc2c3ccccc3n(Cc3ccc(Cl)cc3)c2c1=O)NCCCN1CCCC1=O,-5%,4%,-3%,-6%,-3%,-11,-20%,0%,-16%
C#CCOCCOCCOCCNc1nc(N2CCOCC2)nc(N2CCN(C(=O)[C@H](Cc3cc4ccccc4[nH]3)n3cc([C@@H](N)CC(C)C)nn3)CC2)n1,-54%,9%[57.1 µM],0%,6%,1%,1,-6%,3%,3%
O=C(Nc1ccccc1)N1CCN(c2ccc(C(F)(F)F)cn2)CC1,-7%,-7%,-5%,2%,-1%,-18,16%,-1%,-11%
Cn1cc(S(=O)(=O)c2ccccc2)c(=O)c2cc(F)c(N3CCN(c4ccccc4)CC3)cc21,14%,8%,6%,0%,-2%,-3,36%,26%,-14%
Cc1cc(C)nc(N=Nc2c(O)n(Cc3ccc(Cl)cc3)c3ccccc23)n1,-18%,-21%,-1%,-18%,2%,-7,26%,6%,-8%
CCOc1ccc(-n2cnc3sc4c(c3c2=O)CCCC4)cc1,0%[57.1 µM],5%[57.1 µM],3%,1%,2%,6&-4,-10%,-5%,2%
O=C1COc2ccc(C(=O)COC(=O)Cc3ccsc3)cc2N1,42%[activator][57.1 µM],15%[57.1 µM],12%,-4%,3%,2,-13%,7%,-13%
O=C(CCCN1C(=O)/C(=C\c2cccs2)SC1=S)Nc1ccccc1O,nt,nt,0%,0%,1%,-4,nt,-4%,-20%
# Following part
SMILES,TrxR1 inh,TrxR1 substrate,Vif-APOBEC3F blk,Vif-APOBEC3G blk,GRP78 ERSR act,LDHA block,RGS4 inhibitor,IDH1 R132H inh,USP1 inh
C=CCn1c(COc2ccccc2)nnc1SCC(=O)C(C)(C)C,11%[57.1 µM],-4%[57.1 µM],1%,-2%,-3%,-3,-11%,9%,-22%
O=C(NNS(=O)(=O)c1ccccc1C(F)(F)F)c1cccc(S(=O)(=O)Nc2ccccc2Cl)c1,12%,2%,0%,-4%,-4%,4,-2%,6%,-15%
Cc1ccc(C2CCN(C(=O)c3cnn(-c4ccc(C)cc4)c3C3CCN(C(=O)OC(C)(C)C)CC3)C2)cc1 (stereo unspecified),4%,1%,4%,2%,-3%,4,-1%,3%,-5%
CCn1c(SCC(=O)N2CCCC2)nc2c(c1=O)SC(C)C2 (stereo unspecified),6%[57.1 µM],3%[57.1 µM],0%,1%,3%,-5,-11%,-6%,-9%
COc1c2occc2c(OC(C)=O)c2c(=O)cc(C)oc12,31%[57.1 µM],6%[57.1 µM],3%,0%,-7%,-4,3%,3%,-6%
C#CCOCCOCCOCCNc1nc(N2CCN(C(=O)[C@H](Cc3ccc(O)cc3)n3cc([C@@H](N)C(C)CC)nn3)CC2)nc(N2CCN(C(=O)[C@H](Cc3cc4ccccc4[nH]3)n3cc([C@@H](N)C(C)CC)nn3)CC2)n1 (stereo partly specified),-37%,7%[57.1 µM],-5%,4%,-5%,-4,-26%,-5%,-22%
CC(=O)Nc1ccc(S(=O)(=O)Nc2ccc(S(=O)(=O)N3CCCCCC3)cc2)cc1,8%,0%,nt,2%,-2%,-9,-10%,-6%,-2%
CN(CC(=O)Nc1ccccc1C(F)(F)F)C(=O)Cn1c(=O)oc2ccccc21,1%,0%,5%,-1%,-4%,-5,-4%,2%,-20%
O=C(Nc1ccc(S(=O)(=O)N2CCCC2)cc1)c1ccc(CN2CCc3ccccc3C2)cc1,-4%,-7%,-4%,-1%,-4%,-4,0%,3%,-4%
CCc1ccc2c(COC(=O)c3n[nH]c4ccccc34)cc(=O)oc2c1,29%[57.1 µM],20%[57.1 µM],2%,-6%,-2%,5&4,-23%,4%,-22%
COc1ccc(-c2onc(C)c2C)cc1S(=O)(=O)N1CCN(c2ccc(Cl)cc2)CC1,17%[57.1 µM],4%[57.1 µM],9%,2%,-2%,-6,21%,-4%,-8%

# Taken from above.
# RGS4 inhibitor result of `CN(CC(=O)Nc1ccccc1C(F)(F)F)C(=O)Cn1c(=O)oc2ccccc21` stands at -4%
# LDHA block result of `COc1ccc(-c2onc(C)c2C)cc1S(=O)(=O)N1CCN(c2ccc(Cl)cc2)CC1` stands at -6

# An excerpt from above in order of molecular weight, highest first:
SMILES,TrxR1 inh,TrxR1 substrate,Vif-APOBEC3F blk,Vif-APOBEC3G blk,GRP78 ERSR act,LDHA block,RGS4 inhibitor,IDH1 R132H inh,USP1 inh
O=C(NNS(=O)(=O)c1ccccc1C(F)(F)F)c1cccc(S(=O)(=O)Nc2ccccc2Cl)c1,12%,2%,0%,-4%,-4%,4,-2%,6%,-15%
Cn1cc(S(=O)(=O)c2ccccc2)c(=O)c2cc(F)c(N3CCN(c4ccccc4)CC3)cc21,14%,8%,6%,0%,-2%,-3,36%,26%,-14%
Cc1cc(C)nc(N=Nc2c(O)n(Cc3ccc(Cl)cc3)c3ccccc23)n1,-18%,-21%,-1%,-18%,2%,-7,26%,6%,-8%
CCCn1c(=O)c(C(=O)Nc2cccc(C)c2)c(O)c2ccccc21,-2%,5%,13%,0%,-1%,-6,14%,4%,-5%
CCN(CC)C(=O)CSc1nnc([C@@H](N)C(C)C)o1,6%[57.1 µM],12%[57.1 µM],5%,0%,-3%,8,-12%,1%,-14%
CN1CCN(CCC(=O)Nc2ccccc2Cl)CC1,-11%,-2%,0%,1%,0%,-2,-23%,2%,-5%
O=C(Cc1ccc([N+](=O)[O-])cc1)c1ccccc1,13%[11.4 µM],8%[11.4 µM],14%,-1%,5%,-2,9%,2%,-17%
